TbREL1 primary: TbREL1 inhibition, primary screen | TbREL1 RNA ligation, FRET fluorescence | inhibition, % at 9.66 µM | 0.49% of 89,000 active | AID 1117264;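 active means inhibition above the mean inhibition across all screened compounds plus 3 SD, cut at about 11% in these data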;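 further: 0% = plate median of test wells and 100% = NSC42067 control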
Target sequence (P86926 whole entry, looked up): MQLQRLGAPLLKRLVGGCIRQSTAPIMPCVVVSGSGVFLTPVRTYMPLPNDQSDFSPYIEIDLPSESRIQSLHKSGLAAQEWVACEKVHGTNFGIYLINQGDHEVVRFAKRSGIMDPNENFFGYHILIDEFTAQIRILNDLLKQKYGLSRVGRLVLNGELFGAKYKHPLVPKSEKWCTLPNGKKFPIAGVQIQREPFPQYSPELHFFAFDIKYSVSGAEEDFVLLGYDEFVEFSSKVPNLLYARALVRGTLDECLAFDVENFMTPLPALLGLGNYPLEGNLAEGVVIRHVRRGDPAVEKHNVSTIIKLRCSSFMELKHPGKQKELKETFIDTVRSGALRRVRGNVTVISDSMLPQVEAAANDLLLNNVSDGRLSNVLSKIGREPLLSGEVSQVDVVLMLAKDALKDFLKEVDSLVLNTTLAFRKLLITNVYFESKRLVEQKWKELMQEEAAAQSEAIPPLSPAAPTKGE
Numbers without * were called inactive. An excerpt; rates above refer to the full screens.

item	TbREL1 primary	SMILES
1	-2.1	CCOC(=O)C1=C(C)OC(N)=C(C#N)C1c1ccc(O)c(OC)c1 (configuration not stated)
2	-4.8	Cc1cccn2cc(-c3c[nH]c4ccccc34)nc12
3	2.8	Cc1cccc(C)c1Nc1nnc(SCC(=O)NCc2cccs2)s1
4	1.5	CCc1cc(=O)oc2cc(C)cc(OC(C)C(=O)O)c12 (configuration not stated)
5	-0.8	O=C(Cc1c(F)cccc1Cl)NC1CCN(Cc2ccccc2)CC1
6	1.4	CC(C)Cc1nnc(NC(=O)c2cc(-c3ccccc3)nc3ccccc23)s1
7	2.5	O=C(O)C(C(=O)Oc1ccccc1)C(C(=O)O)C(=O)Oc1ccccc1 (configuration not stated)
8	-1.1	CCCNC(=O)c1ccc(N2CCC3(CC2)CC(c2cccc(Br)c2)=NO3)c(NC(=O)c2ccccc2)c1
9	0.8	Cc1ccc(C(=O)N/C(=C\c2cccs2)C(=O)NCCc2ccccn2)cc1C
10	-4.1	Cc1ccccc1SCC(=O)OCC(=O)NCCNC(=O)COC(=O)CSc1ccccc1C
11	-1.8	O=C(CN1C(=O)NC2(CCCC2)C1=O)Nc1ccc(OC(F)(F)F)cc1
12	5.7	Cc1cc(C)c(S(=O)(=O)Nc2ccc3[nH]c(=O)[nH]c3c2)c(C)c1
13	-1.3	CN(Cc1ccccc1)c1ccc(C(CC(N)=O)NC(=O)c2ccccc2)cc1[N+](=O)[O-] (configuration not stated)
14	0.2	Cc1cc(NC(=O)CN2C(=O)NC(C)(CCc3ccccc3)C2=O)no1 (configuration not stated)
15	0.1	Cn1c(N)c(C(=O)CSc2nnnn2-c2ccccc2)c(=O)n(C)c1=O
16	2.9	Cc1ccc(S(=O)(=O)N(C)c2ccc(OCC(=O)OCc3cccc(Br)c3)cc2)cc1
17	-0.6	COc1ccc(Cl)cc1N1CC(c2nc3ccccc3[nH]2)CC1=O (configuration not stated)
18	-3.3	C#CCNC(=O)C[C@H]1C[C@@]2(C(=O)OC)C(=C[C@H](COCc3ccccc3)O[C@@H]2C)N(Cc2ccccc2)C1=O
19	-0.8	Cc1ccc(NC(=O)CCC(=O)OCC(=O)c2ccc(Oc3ccc([N+](=O)[O-])cc3)cc2)c(C)c1
20	-1.3	CC(OC(=O)CN(C)S(=O)(=O)c1ccc(Cl)cc1)C(=O)Nc1ncc(Cl)cc1Cl (configuration not stated)
21	3.5	O=C(CN(Cc1cccs1)C(=O)CSc1nnc(COc2ccccc2)o1)NC1CCCCC1
22	-3.1	O=C(COc1ccccc1F)NNC(=O)c1ccc(N2CCCCC2)c([N+](=O)[O-])c1
23	7.9	CCC(=O)Nc1nc(=S)ss1
24	-2.7	O=C(NCCCN1CCN(Cc2ccccc2)CC1)c1nnc(Cc2c(F)cccc2Cl)o1
25	5.2	COc1ccc(OC2C(=O)N(Cc3ccc(F)cc3)C2c2cc(OC)c(OC)c(OC)c2)cc1 (configuration not stated)
26	0.7	COc1ccccc1C1=CN(Cc2ccccc2)CCC1=O
27	0.7	CCOC(=O)C(C(=O)Nc1nc2ccccc2s1)C1CCCCC1 (configuration not stated)
28	0.7	CC(=O)NC(Cc1ccc2c(c1)OCO2)C(=O)N1CCCC1 (configuration not stated)
29	1.5	COc1ccc2nc(NC(=O)c3cccc(N4C(=O)CCC4=O)c3)sc2c1
30	0.8	COC(=O)c1[nH]c2ccc(C)cc2c1NC(=O)C(C)N1CCN(C2CCCCC2)CC1 (configuration not stated)
31	-2.9	CNc1ccc(Cl)cc1C(N)=O
32	-1.6	CS(=O)(=O)/C(C#N)=C/c1c(-c2ccccc2)nc2n1CCS2
33	-0.4	Cc1ccc(C(C)C)c(OCC(=O)Nc2ccc3c(c2)nc(CN2CCCC2)n3C)c1
34	-0.8	CC(C)(C)NC(=O)CSc1nnnn1C(C)(C)C
35	0.2	COc1ccc(OCC(=O)Nc2cccc(C(=O)Nc3ccccc3C(=O)O)c2)cc1
36	3.4	Cc1cccc(NC(=O)CSc2nc(COc3ccccc3)nc3ccccc23)c1C

Overlap with the part before: 2 compounds, then new ones.
item	TbREL1 primary	SMILES
35	0.2	COc1ccc(OCC(=O)Nc2cccc(C(=O)Nc3ccccc3C(=O)O)c2)cc1
36	3.4	Cc1cccc(NC(=O)CSc2nc(COc3ccccc3)nc3ccccc23)c1C
37	8.3	Cc1oc2ccc(O)c(CN(C)C)c2c1C(=O)c1ccccc1
38	-1.7	COc1ccc(Cl)cc1N1CCN(CCNC(=O)Nc2ccccc2C)CC1
39	-0.9	OC(COc1ccccc1CNCc1cccnc1)CN1CCc2ccccc2C1 (configuration not stated)
40	-1.2	Cc1cc(C)c2c(CC(=O)NCc3ccco3)coc2c1
41	-2.8	C=CCN1C(=O)[C@H](CC(=O)NCc2ccc(C)o2)[C@@]2(C(=O)OCC)CCCC=C12
42	1.1	Cc1ccc(Nc2nc(C)cc(C)c2C(N)=O)cc1
43	-1.2	CCCCN(C)C(=O)Cc1c(OC)ccc2cc(Br)ccc12
44	-2.7	O=C1CCCCC1C(Nc1ccc(Cl)cc1)c1ccccc1 (configuration not stated)
45	1.8	COc1ccc(C(=O)CSc2nnc(-c3cccs3)o2)cc1OC
46	-0.6	O=C(CSc1nc2ncccc2[nH]1)NC1CCCC1
47	1.0	CCCNC(=O)N1CCN(C(c2ccccc2)c2ccccc2)CC1
48	0.0	CNC(=O)N(O)C1N(/N=C/c2ccccc2O)C(=S)SC1(C)C (configuration not stated)
49	-3.2	CCn1c(SC(C)C(=O)Nc2ccc(N3CCOCC3)cc2)nnc1-c1ccco1 (configuration not stated)
50	1.4	O=C1C=C(c2cccc(Br)c2)C[C@@H](c2ccc(Cl)cc2)C1
51	-1.6	Cc1nc2c(nnn2Cc2ccccc2)c(=O)n1-c1ccccc1
52	-1.2	COc1cccc(C2/C(=C(\O)c3ccc4c(c3)OCCO4)C(=O)C(=O)N2Cc2cccnc2)c1 (configuration not stated)
53	-2.6	O=C(COC(=O)c1ccccc1O)NCc1ccccc1Cl
54	-3.1	O=C(O)C1C2CCCCC2=C2CCCCC2C1C(=O)Nc1nccs1 (configuration not stated)
55	0.6	Cc1cccc(C(=O)Nc2cccc(-c3ccc4nncn4n3)c2)c1
56	2.2	Cc1ccc2c(c1)OC(=O)CC2c1ccccc1 (configuration not stated)
57	0.0	CO/N=C(\Cn1ncc(N2CCCC2)c(Cl)c1=O)c1ccc(Cl)cc1
58	-4.2	COc1cc(Cl)cc(/C=N/NC(N)=O)c1O
59	1.3	CCOc1ccc(S(=O)(=O)N(CC)CC(=O)NC2CC2)cc1
60	-1.0	CCOC(=O)N/N=C/c1ccc(N2CCOCC2)s1
61	-0.7	Cc1cc(C(=O)OCC(=O)N2CCCCCC2)ccc1[N+](=O)[O-]
62	5.0	O=C(Nc1ccc(/C=C/c2nc3ccccc3o2)cc1)c1ccc(F)cc1
63	0.0	C[C@H](NC(=O)c1ncn(C)c1C(=O)N[C@@H](C)c1ccccc1)c1ccccc1
64	-0.1	CN(CC(=O)Nc1c(Cl)cccc1Cl)C(=O)C1=COCCO1
65	-4.7	CCOC(=O)C1=C(CC)OC(N)=C(C#N)C1c1ccc(OC)c(OC)c1OC (configuration not stated)
66	0.5	Cc1cccc(/C=C/c2onc(C)c2[N+](=O)[O-])n1
67	-0.8	COc1ccc(S(=O)(=O)N2CCN(C(=O)C3CCC3)CC2)cc1
68	0.8	Cc1nn(CC(=O)NNC(=S)NCC2CCCO2)c(C)c1Br (configuration not stated)
69	6.0	COc1cc(Cl)c(C)cc1NC(=O)COc1ccc(C)nc1[N+](=O)[O-]
70	0.9	O=C1NC(=O)c2cc(NC(=O)C3COc4ccccc4O3)ccc21 (configuration not stated)
71	-0.3	COc1ccc(S(=O)(=O)N2CCCCCC2)cc1C(=O)N(C)CC(=O)Nc1ccccc1Cl
72	-2.8	O=C(O)c1ccc(CNCc2cc(Cl)ccc2O)cc1
73	-0.1	COc1ccccc1NC1=NC2(CCCC2)N=C(N)N1
74	7.2	Cc1cnc(C(=O)Nc2ccccc2-c2ccc(C)o2)cn1
75	6.0	O=C(CSc1nnc(-c2ccco2)o1)NC1CC2CCC1C2 (configuration not stated)
76	0.8	CSc1ccccc1NC(=O)c1cnc2n(c1=O)CCS2
77	-1.5	Cc1csc(NC(=O)c2cc(-c3ccccc3)nc3ccccc23)n1
78	-0.5	Cc1cn([C@H]2C[C@H](O)[C@@H](CNS(=O)(=O)c3ccc(NS(=O)(=O)N(C)C)cc3)O2)c(=O)[nH]c1=O
79	-1.8	O=C(Nc1ccc2c(c1)OCCO2)C1CCC1
80	-0.4	CCN1CCN(c2cc(-c3ccccc3)nc3cc(-c4cccc(F)c4)nn23)CC1
81	4.1	C=CCn1c(=N)n(CC(O)COc2ccc(OC)cc2)c2ccccc21 (configuration not stated)
82	-1.4	CC1(C)CCc2cc(S(=O)(=O)N3CCN(S(=O)(=O)c4c(F)cccc4F)CC3)ccc2O1
83	0.5	COc1ccccc1C(=O)C1CCCN(C(=O)c2cc(C(C)C)no2)C1 (configuration not stated)
84	-0.5	COc1cccc(NC(=O)C2C3C=CC4(O3)C2C(=O)N(CCCN2CCC(C)CC2)C4C(=O)NC2CCCCC2)c1 (configuration not stated)

Entries by screen from above.
TbREL1 primary for nos. 73–84, in order: -0.1, 7.2, 6.0, 0.8, -1.5, -0.5, -1.8, -0.4, 4.1, -1.4, 0.5, -0.5

Next section
item	TbREL1 primary	SMILES
85	0.8	CCOC(=O)C1=CC[C@@H](c2ccccc2Cl)N(S(=O)(=O)c2ccc(C)cc2)[C@H]1C(=O)OCC
86	0.9	CCC1CCCCN1C(=O)CSC1=NN2CCCC(=O)N=C2S1 (configuration not stated)
87	3.9	COc1ccc([C@@H]2[C@@H]3C(=O)N(C(C)(C)C)C(=O)[C@@H]3[C@]3(Cc4ccc(Cl)cc4)C(=O)N(c4ccc(C)cc4)C(=O)N23)cc1
88	0.1	O=C(Nc1nnc(C2CCCCC2)s1)C1CC(=O)N(c2ccc(F)cc2)C1 (configuration not stated)
89	-3.1	CCOCCCn1c(SCC(=O)NC(C)(C)C)nc2ccccc2c1=O
90	0.5	CCC(C)Sc1nnc(Cc2cc(=O)[nH]c(=O)[nH]2)n1-c1ccc(F)cc1 (configuration not stated)
91	3.6	CC(C)Cn1c(N)c(C(=O)COC(=O)c2cc(-c3ccco3)nc3ccccc23)c(=O)n(C)c1=O
92	-2.4	O=C(Nc1ccc(C(=O)N2CCOCC2)cc1)Nc1ccc(Cl)cc1Cl
93	-5.2	COc1cc(/C=N/N2CCOCC2)ccc1OC(=O)c1ccco1
94	4.0	CC(C)C1C(c2ccccc2)NC(c2ccccc2)CC1(O)c1ccc(F)cc1 (configuration not stated)
95	1.3	O=C(CCC(=O)OCc1ccc(C(=O)Oc2ccc(Cl)cc2)cc1)Nc1ccccc1
96	20.3*	O=C(Nc1nc(-c2ccco2)c(-c2ccco2)s1)c1cnccn1
97	1.6	O=C(O)c1ccc(/C=C2\CCCc3c2nc2ccccc2c3C(=O)O)cc1
98	-6.1	N#CCC(=O)Nc1ccc(C(=O)OCC(=O)NC(=O)Nc2ccc3c(c2)OCCO3)cc1
99	3.0	Cc1cc(NC(=O)C2CCCCC2C(=O)O)ccc1NC(=O)c1ccccc1 (configuration not stated)
100	-3.2	S=C(NCCc1ccccc1)N1CCN(C(c2ccccc2)c2ccccc2)CC1
101	1.1	O=C(NCc1ccc(N2CCCC2=O)cc1)NC1CCCCC1
102	-2.0	Cc1c(C#N)c(N=CN(C)C)c(C(=O)c2ccccc2)n1-c1ccccc1
103	-0.1	CCOC(=O)N1CCC(Nc2c(NCCCOC)c(=O)c2=O)CC1
104	2.3	COc1ccc(S(=O)(=O)NNC(=O)Nc2ccc(F)cc2)cc1
105	-0.3	Cc1nnc(NC(=O)Cn2cnc3c2c(=O)n(C)c(=O)n3C)s1
106	-0.9	CCCc1cc2c(cc1NC(=O)c1ccc(C)cc1)OCO2
107	0.2	O=C(COc1ccc2ccccc2c1)N1CCNCC1
108	0.0	CCOC(=O)C1(C)CCCN(C(=O)c2snnc2C)C1 (configuration not stated)

Excerpt: compounds 103–108
item	TbREL1 primary	SMILES
103	-0.1	CCOC(=O)N1CCC(Nc2c(NCCCOC)c(=O)c2=O)CC1
104	2.3	COc1ccc(S(=O)(=O)NNC(=O)Nc2ccc(F)cc2)cc1
105	-0.3	Cc1nnc(NC(=O)Cn2cnc3c2c(=O)n(C)c(=O)n3C)s1
106	-0.9	CCCc1cc2c(cc1NC(=O)c1ccc(C)cc1)OCO2
107	0.2	O=C(COc1ccc2ccccc2c1)N1CCNCC1
108	0.0	CCOC(=O)C1(C)CCCN(C(=O)c2snnc2C)C1 (configuration not stated)

Continued.
item	TbREL1 primary	SMILES
109	-0.9	Cc1ccc(-c2cc(C)nc3nc(N)nn23)cc1
110	1.1	N#Cc1ccccc1S(=O)(=O)N1CCN(C(=O)C2CC(=O)N(c3ccc4c(c3)OCCO4)C2)CC1 (configuration not stated)
111	0.3	COc1cccc(NC(=O)COc2ccc(C)cc2)c1
112	-0.7	COc1ccc(-n2c(=O)[nH]cc(C(=O)Nc3ccc4c(c3)OCCO4)c2=O)cc1OC
113	-8.2	Cc1ccc(NC(=S)NNC(=O)CSc2nc3ccccc3c(=O)n2-c2ccc(C)cc2)cc1
114	1.7	Cc1noc(C)c1NC(=O)Nc1ccc2c(c1)C(=O)N([C@H](C)CO)C[C@H](C)[C@@H](CN(C)S(=O)(=O)c1cn(C)cn1)O2
115	2.5	CN1CCC(=NNC(=O)C(=O)Nc2ccc(F)cc2)CC1
116	3.2	O=C(CNC(=O)c1cccc(Cl)c1)N/N=C/c1cccnc1
117	2.1	Cc1c(NC(=S)NC(=O)c2ccco2)c(=O)n(-c2ccccc2)n1C
118	0.0	CCOc1ccc(CNC(=O)CCS(=O)(=O)Cc2ccccc2C)cc1OC
119	1.5	COc1cc(OC)cc(N(C(=O)C2COc3ccccc3O2)C(C(=O)NC2CCCCC2)c2ccc(O)cc2)c1 (configuration not stated)
120	-1.9	CCOc1ccccc1NC(=O)CSC1=NN2CCCC(=O)N=C2S1
121	-4.1	CN(C(=O)c1cccc(NC(=O)Cc2cccc([N+](=O)[O-])c2)c1)C1CCCCC1
122	0.1	COc1ccc(/C=N\NC(=O)c2ccccc2)cc1COc1ccccc1
123	-3.7	CCOC(=O)c1sc(N(Cc2ccccc2)C(=O)CSc2ncn[nH]2)nc1C
124	-5.0	O=S(=O)(c1ccc(=S)[nH]c1)N1CCOCC1
